Source: PubChem BioAssay (Sanford-Burnham Center for Chemical Genomics)
Jurkat NFkB inh = inhibitors of induced NF-kB luciferase reporter, primary screen, TCR NF-kB activation inhibitor project, cell-based, luminescence, uHTS; inhibition, % at 4 µM; hit rate 0.53% among 330,000; Jurkat, PMA/ionomycin-induced NF-kB luciferase reporter; in the data active = inhibition above about 50%
697 NFkB inh = inhibitors of PMA/ionomycin-induced NF-kB reporter, 697 cells, primary screen, B-cell NF-kB inhibitor project, cell-based, luminescence, uHTS. hit rate 0.33% among 330,000. 697 B-cell NF-kB luciferase reporter, 16 h. inhibition, % at 4 µM; in the data active = inhibition above about 35%
CHOP UPR activ = activators of apoptotic CHOP UPR arm, primary screen, cell-based, CHO-CHOP luciferase reporter, luminescence, uHTS; UPR activation; percent of tunicamycin response over DMSO baseline; activation, % at 10 µM; hit rate 0.34% among 330,000;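 active = at 10 µM dose, activation of 40% or more, normalized to positive control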;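 note: 100% = tunicamycin at 10 µg/mL and 0% = DMSO alone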
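measured by = luciferase luminescence | assay system = CHO-CHOP cells, stable luciferase reporter of PERK-eIF2a-CHOP signalling | amount = 500 reporter cells seeded per well | timing = 6 h compound exposure at 37 °C after overnight seeding | controls = positive tunicamycin 10 µg/mL, negative DMSO alone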
APJ antagonist = antagonists of human apelin receptor APJ, primary screen, CHO-K1 cells, beta-arrestin complementation, luminescence | P35414 | hit rate 0.32% among 330,000 | inhibition, % at 20 µM;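 active = inhibition above about 40% at 20 µM, limit read from the data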;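 note: cells challenged with 10 nM apelin-13 agonist together with compound; plate controls were apelin-13 plus DMSO wells for no effect and DMSO wells lacking apelin-13 for full effect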
Target sequence (P35414 whole entry, looked up): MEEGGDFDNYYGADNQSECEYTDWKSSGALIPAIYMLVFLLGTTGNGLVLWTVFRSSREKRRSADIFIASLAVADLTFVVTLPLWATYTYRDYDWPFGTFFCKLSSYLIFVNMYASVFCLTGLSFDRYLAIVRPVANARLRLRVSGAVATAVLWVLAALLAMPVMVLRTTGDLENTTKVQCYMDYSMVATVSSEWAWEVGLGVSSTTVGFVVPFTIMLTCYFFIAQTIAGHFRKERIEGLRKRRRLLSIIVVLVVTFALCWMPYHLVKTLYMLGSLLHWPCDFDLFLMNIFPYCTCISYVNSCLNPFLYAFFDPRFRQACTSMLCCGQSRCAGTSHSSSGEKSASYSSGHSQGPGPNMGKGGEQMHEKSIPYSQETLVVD
Mdm2-MdmX inh = inhibitors of human Mdm2-MdmX association, primary screen, cell-based, luminescence, split luciferase, SaOS-2, uHTS; Protein Mdm4 (Homo sapiens) + E3 ubiquitin-protein ligase Mdm2 (Homo sapiens), …; SaOS-2 split-luciferase Mdm2/MdmX complementation; inhibition, % at 8 µM; hit rate 3% among 330,000; AID 485346, 2010;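 active = inhibition of at least 50% at 8 µM in the primary screen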
APJ agonist = agonists of human apelin receptor APJ, primary screen, CHO-K1 cells, PathHunter beta-arrestin, luminescence. P35414. 0% DMSO wells, 100% apelin. activation, % at 20 µM. hit rate 0.11% among 330,000. AID 2520, 2010;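 active = activation more than six SD over the plate average, tested at 20 µM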;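 note: 0% = DMSO alone and 100% = apelin-13 at 10 nM; some results filed as inactive read as strong as hits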
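system = engineered CHO-K1 APJ arrestin reporter cells | input = 1000 cells per well | timing = overnight seeding, 90 min compound at 25 °C, 1 h detection | measured by = enzyme-fragment complementation luminescence | read-out = beta-arrestin recruitment to APJ as agonist activity, luminescent signal | control set = negative DMSO alone, positive Apelin-13 at 10 nM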
UPR XBP1 act = activators of adaptive XBP1 UPR arm, primary screen, cell-based, CHO-XBP1 luciferase reporter, luminescence, uHTS; IRE1-XBP1 UPR activation; percent of tunicamycin response, DMSO as zero; activation, % at 20 µM; hit rate 0.33% among 330,000;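 active = versus positive control, 20 µM dose yields 30% or more activation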;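 note: 100% = tunicamycin at 10 µg/mL and 0% = DMSO only wells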
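Assay system: IRE1-XBP1 luciferase reporter CHO line. Input: 1000 cells/well. Buffer or medium: F12 with 10% serum. Doses: 20 µM, 1% DMSO. Times: overnight seeding at 37 °C, 6 h compound treatment at 37 °C. Technique: Steady-Glo luciferase glow luminescence, 10 min after reagent addition.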
tim23-1 inh = growth inhibitors of tim23-1 mutant yeast, primary screen, luminescence, uHTS. S. cerevisiae tim23-1 growth, BacTiter-Glo luminescence, 24 h. inhibition, % at 20 µM. hit rate 1.3% among 330,000;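 active = growth inhibition of the mutant yeast at or above 50%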;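 note: temperature-sensitive mutant grown at 25 °C; plate controls were DMSO-treated mutant yeast for no effect and medium wells lacking yeast for full effect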
* = called active by the depositor. Random draw from the library, and some 5% of all compounds hit somewhere here.

SMILES	Jurkat NFkB inh	697 NFkB inh	CHOP UPR activ	APJ antagonist	Mdm2-MdmX inh	APJ agonist	UPR XBP1 act	tim23-1 inh
O=C(COc1ccccc1)NC1CCS(=O)(=O)C1 (stereo not drawn)	5	18	0.6	22	8	-1	8	-4
Cc1ccc(SCc2[nH]nc3c2C2(C(=O)Nc4ccc(F)cc42)C(C#N)=C(N)O3)cc1 (stereo not drawn)	-2	4	-3.6	-13	16	3	-2	4
CCC1CCCCN1CCNS(=O)(=O)c1ccc2c(c1)oc(=O)n2C (stereo not drawn)	-8	-4	1.7	16	29	3	-2	12
O=C(CN1C(=O)S/C(=C\c2ccc(O)c([N+](=O)[O-])c2)C1=O)Nc1ccc(N2CCOCC2)cc1	-6	-23	-0.4	18	4	-14	-2	16
CC1Cc2ccccc2N1S(=O)(=O)c1cccc(C(=O)NCCCO)c1 (stereo not drawn)	-22	5	-1.7	4	1	-3	-4	7
CCOC(=O)C1C2C=CC3(CN(c4ccccc4CC)C(=O)C13)O2 (stereo not drawn)	-7	-24	0.9	-1	1	1	-3	5
CCOc1nc(NCCc2ccc(OC)c(OC)c2)nc(N2CCN(c3ccc(OC)cc3)CC2)n1	0	24	1.8	2	30	-3	3	7
CCN(C(=O)COC(=O)c1ccc(OC)c(S(=O)(=O)N(C)Cc2ccccc2)c1)C1CCS(=O)(=O)C1 (stereo not drawn)	7	-15	0.2	2	20	-4	0	-2
Fc1cccc(C2NN=C(c3ccccc3)S2)c1 (stereo not drawn)	-140	-300	-3.0	4	-184	-2	-3	8
FC(F)(F)c1cccc(N2CCN(C(=S)NCC3CCCO3)CC2)c1 (stereo not drawn)	-1	-7	0.2	-1	-3	-2	-4	15
COCCCNC(=O)C1CC(=O)N(CCc2ccc(OC)c(OC)c2)C1 (stereo not drawn)	-10	13	-3.7	7	24	2	9	13
[O-][n+]1c2ccccc2[n+]([O-])c2cc(O)ccc21	-5	-9	-0.5	-3	1	2	1	23
Cc1ccc(NC(=O)CN(c2ccc(Cl)cc2)S(=O)(=O)c2cc([N+](=O)[O-])ccc2Cl)c(C)c1	7	16	-0.3	-60	36	1	-3	34
COc1ccc(-c2c(-c3cc(OC)cc(OC)c3)n(C)c3ccc(-c4cccc5[nH]ccc45)cc23)cc1	-5	5	0.3	11	27	0	-4	9
COc1ccccc1NC(=O)CCSc1ccc(C)cc1	-22	4	-1.0	5	10	0	1	38
CCOc1cc(/C=N/NC(=O)CNc2ccc(C)cc2)ccc1OC(=O)c1ccccc1	1	-3	-0.7	7	-8	4	6	24
CCCCN(Cc1ccco1)S(=O)(=O)c1csc(C(N)=O)c1	8	-22	-0.1	-26	21	2	-1	8
COc1ccc(CNC(=O)C(C)c2ccc([N+](=O)[O-])cc2)cc1 (stereo not drawn)	10	-17	-1.9	6	-11	0	3	23
COc1ccc(CCNc2nc3ccccc3n3nnnc23)cc1OC	-32	-20	2.6	-19	-21	0	4	15
CCN(CC)C(=O)CSc1nc2ccccc2c(=O)n1CCC(=O)NCc1ccc(F)cc1	11	7	1.7	8	7	-2	-2	16
Cc1ccc(NS(=O)(=O)c2cccc(C(=O)Nc3cc(C)on3)c2)cc1	11	6	1.0	0	39	-1	-2	6
Cc1ccc(C2OC34CCCCCC3C(C#N)(C(=N)O4)C2(C#N)C#N)cc1 (stereo not drawn)	1	4	-2.5	9	-29	-1	-2	5
N#CC1(NC(=O)CSc2nc3ccccc3o2)CCCCC1	-1	21	0.2	-5	15	0	0	4
O=C(Oc1ccc([N+](=O)[O-])cc1)C1CC(=O)N(c2ccc3c(c2)OCCO3)C1 (stereo not drawn)	5	-32	-0.8	11	7	-3	-2	15
CCCCCCNc1nc(-c2ccc(OC)cc2)c(CCC(=O)O)s1	-8	3	-1.4	4	-13	-1	0	1
COc1cc(CNCC(C)C)cc(Br)c1OCC(=O)Nc1ccccc1	11	8	-0.4	0	21	-4	-1	17
O=S(=O)(Nc1ccccc1F)c1ccc(Cl)nc1	3	7	-1.8	2	12	3	0	12
CCOC(=O)C(C)Sc1ccc2nnc(-c3ccc(F)cc3)n2n1 (stereo not drawn)	-1	-24	0.2	4	8	-3	0	-4
CCC(C)NC(=O)C1=CCN(S(=O)(=O)c2ccc(C)cc2)CC1 (stereo not drawn)	1	13	0.8	-1	11	-4	-1	7
COC(=O)c1cccn(CC(=O)c2ccc(Cl)cc2Cl)c1=O	2	6	6.5	1	-12	-2	4	-1
Cc1nc(N2CCOCC2)nc2c1CCC2	0	3	-1.8	12	13	-1	-1	-5
CCOC(=O)N1CCN(c2c(NCCc3ccc(OCC)c(OCC)c3)c(=O)c2=O)CC1	-4	-6	-0.6	-2	-2	1	0	-2
O=C(CN1C(=O)C2C3C=CC(C4CC34)C2C1=O)NCc1ccco1 (stereo not drawn)	16	23	-0.2	0	15	-1	-2	9
CSc1nccc(Oc2ccc(C#N)cc2)n1	-13	-6	-1.9	12	18	-3	0	9
Cn1cc(Cl)c(C(=O)NC(=S)Nc2sc3c(c2C#N)CCCCC3)n1	-1	-37	0.7	14	12	-3	1	23
CCc1ccc(C2NC(=S)NC3=C2C(=O)N(c2ccccc2OC)C(c2ccc(CC)cc2)N3)cc1 (stereo not drawn)	3	17	3.2	-13	44	-2	5	15

A draw from above in order of count of non-hydrogen atoms, low to high:
SMILES	Jurkat NFkB inh	697 NFkB inh	CHOP UPR activ	APJ antagonist	Mdm2-MdmX inh	APJ agonist	UPR XBP1 act	tim23-1 inh
CSc1nccc(Oc2ccc(C#N)cc2)n1	-13	-6	-1.9	12	18	-3	0	9
O=C(COc1ccccc1)NC1CCS(=O)(=O)C1 (stereo not drawn)	5	18	0.6	22	8	-1	8	-4
COc1ccccc1NC(=O)CCSc1ccc(C)cc1	-22	4	-1.0	5	10	0	1	38
COc1ccc(CNC(=O)C(C)c2ccc([N+](=O)[O-])cc2)cc1 (stereo not drawn)	10	-17	-1.9	6	-11	0	3	23
COc1cc(CNCC(C)C)cc(Br)c1OCC(=O)Nc1ccccc1	11	8	-0.4	0	21	-4	-1	17
COc1ccc(-c2c(-c3cc(OC)cc(OC)c3)n(C)c3ccc(-c4cccc5[nH]ccc45)cc23)cc1	-5	5	0.3	11	27	0	-4	9

The list goes on.
SMILES	Jurkat NFkB inh	697 NFkB inh	CHOP UPR activ	APJ antagonist	Mdm2-MdmX inh	APJ agonist	UPR XBP1 act	tim23-1 inh
O=C1CCSc2ccc(Cl)cc2N1Cc1ccccc1	5	-12	-0.7	17	13	0	-1	11
COC(=O)CN1C(=O)c2cccc3cccc1c23	4	4	-0.9	14	25	-1	0	9
O/N=C/c1ccn(-c2ccc(Br)cc2)c1	-37	-66	4.7	15	-46	-2	7	21
CC1CCCN(CCOc2cccc(Oc3ccccc3)c2)C1 (stereo not drawn)	3	-7	-1.1	16	26	-3	-1	-19
CCN1C(=O)CC(N2CCC(C(=O)OC)CC2)C1=O (stereo not drawn)	-16	-1	2.0	-3	22	-2	-1	-2
Cc1ccccc1OCCC(=O)OCC(=O)Nc1c(F)cccc1F	6	5	-0.4	14	-2	4	3	25
COc1ccc(C(=O)NCCS(=O)(=O)N2CCCC2)cc1	-8	9	2.7	3	1	-5	0	-12
O=C(CCc1nnc2n(Cc3ccccc3)c(=O)c3ccccc3n12)NCCN1CCOCC1	4	17	-1.2	-38	17	-3	2	-13
C=CCSc1n[nH]c(-c2cccs2)n1	7	8	0.9	3	12	-1	-1	19
O=C(COC(=O)C1CC1)NCCNC(=O)COC(=O)C1CC1	2	-5	1.8	9	-4	4	-4	5
CCC(CC)C(=O)Nc1cccc(/C(C)=N/NC(=O)c2c(Br)cnn2C)c1	16	16	-3.5	17	23	-4	0	17
Cc1ccc(C)c(NC(=S)N2CCC(NC(=O)c3ccc(F)cc3)CC2)c1	11	-1	-0.1	9	35	-3	-5	-1
CCNc1nc(NC(C)C)nc(ON=C(C)C)n1	8	14	0.4	-6	14	-3	-4	-7
COc1ccccc1N1CCN(C(=O)C(=O)c2cn(CC(=O)N3CCCCCC3)c3ccccc23)CC1	8	8	-2.1	7	13	-4	-7	11
Cc1cc(C)c2c(CN3CCN(Cc4ccccc4)CC3)cc(=O)oc2c1C	15	5	0.3	-9	-16	-1	-4	20
COc1cccc(N(CC(=O)NC2CCCC2)C(=O)Cn2nnc(-c3ccc(C)cc3)n2)c1	15	15	1.1	14	-15	1	-3	32
O=C(COC(=O)C1CCN(S(=O)(=O)c2cccs2)CC1)NCc1ccccc1	14	14	-0.5	-5	-13	-3	-1	8
O=C(Nc1c(C(=O)Nc2cccc(F)c2)oc2ccccc12)c1ccc2c(c1)OCO2	-52	-35	2.8	10	47	3	4	-3
O=C(Nc1ccc(Nc2ccccc2)cc1)c1ccc(F)cc1	-32	-29	1.3	-29	-7	1	-1	43
COCCN(CC(=O)Nc1cccc(C)c1C)C(=O)c1ccc2ccccc2n1	-21	-13	1.2	-1	22	-4	0	12
CN(C)CCCN(Cc1ccccc1)C(=S)Nc1ccc(OC(F)F)cc1	-29	-12	0.9	-7	3	-1	-1	1
Cc1ccccc1Nc1ncnc2c1cnn2C	2	6	0.6	4	10	1	0	17
Cc1cccc(NC(=O)CSc2nc(C)c(CC(=O)c3ccc(Br)cc3)c(C)c2C#N)c1C	-6	16	28	3	100*	-2	48*	6
CCCCCCCNC(=O)C1(CC2CC(c3ccccc3)=NO2)CCNCC1 (stereo not drawn)	8	2	-1.4	12	54*	0	2	8
COc1ccc(N2C(=O)C3CCCN3C2c2ccc(Cl)cc2)cc1 (stereo not drawn)	-4	3	-2.2	14	13	-1	0	25
O=C(CCN1CCOCC1)Nc1c(-c2ccccc2)c2cc(Br)ccc2[nH]c1=O	-5	5	-2.6	4	9	-1	-1	-5
O=C(Nc1ccccc1F)Oc1cccc(OC(=O)Nc2ccccc2F)c1	-41	-45	6.6	-17	-10	-1	1	10
O=C(COC(=O)c1ccc[n+]([O-])c1)Nc1ccc([N+](=O)[O-])cc1C(F)(F)F	11	6	-0.8	-15	43	0	-1	9
CC(=O)NC(O)C(=O)c1ccccc1 (stereo not drawn)	-9	-11	4.4	9	16	-2	1	6
Cc1ccc(S(=O)(=O)Nc2csc(C)c2C(=O)O)cc1	-15	-5	-1.7	-12	17	1	-1	-12
CCSc1nc2ccccc2n1CC(=O)OC	6	2	1.3	-10	6	-2	-1	11
COc1ccc(-c2[nH]ncc2CN2CCCCCCC2)c(OC)c1	-11	9	1.7	16	-6	0	-3	8
Cc1ccc2c(cnn2C(=O)CCC(=O)NCc2cccc(Br)c2)c1	-22	12	1.6	-13	5	-4	-1	-2
CCN(CCn1cccn1)C(=O)C1CCC(=O)N(CC2CCCCC2)C1 (stereo not drawn)	8	0	-0.5	-7	2	-3	-7	-2
CC(C)Oc1ccccc1C1(c2ccccc2)NC(=O)NC1=O (stereo not drawn)	7	20	1.4	-4	-7	-2	4	7
S=C(NCC1CCCCC1)Nc1ccc(Oc2ccccc2)cc1	9	4	2.6	-28	34	-3	1	23
